Assay outcomes deposited in PubChem BioAssay by several laboratories.
HePTP inhibitor: inhibitors of human HePTP phosphatase; recombinant HePTP phosphatase activity, OD absorbance; AID 521; 110,000 compounds, 0.64% hits; inhibition, % at 20 µM; in the data active means inhibition above about 50%;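 further: plate controls were vehicle for no effect and reference inhibitor for full effect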
Target sequence (P35236 whole entry, looked up): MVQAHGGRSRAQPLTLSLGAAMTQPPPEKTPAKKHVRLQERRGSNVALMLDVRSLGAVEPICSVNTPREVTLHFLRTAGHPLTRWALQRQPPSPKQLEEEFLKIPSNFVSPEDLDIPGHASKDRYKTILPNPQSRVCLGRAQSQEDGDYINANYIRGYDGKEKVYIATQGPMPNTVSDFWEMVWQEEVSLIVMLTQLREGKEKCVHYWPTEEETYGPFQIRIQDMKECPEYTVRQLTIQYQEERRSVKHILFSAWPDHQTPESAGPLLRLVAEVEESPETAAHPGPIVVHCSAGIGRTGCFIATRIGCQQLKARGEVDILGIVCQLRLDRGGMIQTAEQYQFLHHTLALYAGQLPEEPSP
BAP1 block: blocks human BAP1 ubiquitin-AMC hydrolysis; Q92560; recombinant BAP1, Ub-AMC hydrolysis fluorescence kinetic; active compounds read low; activity remaining (% of control), % at 20 µM; 72,000 compounds, 0.48% hits;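 active means activity remaining at or below 50% of control, provided the compound also passes the data quality filters; inactive means the rest, including low values that fail the filters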;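 further: 100% = DMSO wells rate and 0% = substrate alone blank rate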
Target sequence (Q92560 whole entry, looked up): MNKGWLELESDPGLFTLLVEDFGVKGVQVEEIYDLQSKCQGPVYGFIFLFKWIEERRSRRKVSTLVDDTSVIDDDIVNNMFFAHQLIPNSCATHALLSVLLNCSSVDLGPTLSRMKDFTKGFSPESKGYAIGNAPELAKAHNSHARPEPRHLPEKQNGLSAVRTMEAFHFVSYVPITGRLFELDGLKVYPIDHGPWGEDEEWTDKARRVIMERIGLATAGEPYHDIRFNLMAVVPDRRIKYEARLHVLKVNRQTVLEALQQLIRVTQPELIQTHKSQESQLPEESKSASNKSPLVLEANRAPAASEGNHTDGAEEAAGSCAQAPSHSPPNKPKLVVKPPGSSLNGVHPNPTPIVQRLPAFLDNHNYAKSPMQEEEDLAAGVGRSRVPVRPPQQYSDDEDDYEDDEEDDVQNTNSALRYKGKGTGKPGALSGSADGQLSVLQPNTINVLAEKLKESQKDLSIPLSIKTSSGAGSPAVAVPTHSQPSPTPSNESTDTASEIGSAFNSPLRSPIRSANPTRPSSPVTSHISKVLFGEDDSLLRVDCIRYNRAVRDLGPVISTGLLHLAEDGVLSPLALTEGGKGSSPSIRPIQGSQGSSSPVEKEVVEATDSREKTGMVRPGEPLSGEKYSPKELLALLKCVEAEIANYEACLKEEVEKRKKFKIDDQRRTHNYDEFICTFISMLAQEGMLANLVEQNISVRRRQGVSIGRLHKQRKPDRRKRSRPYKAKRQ
* marks the source's active call; other numbers are inactive results; . = no result given; & = joins results of further samples. These rows are one share of the data; rates above refer to the full screens.

A first look, 4 compounds:
smiles	HePTP inhibitor	BAP1 block
C=CCSc1nc2ccccc2c(=O)n1-c1ccccc1OC	12	.
CCOC(=O)CNC(=O)CSP(=S)(OCC)OCC	7	96
CCCCc1ccc2[nH]cc(CCN)c2c1	7	104
Nc1c(C(=O)NCCc2ccccc2)c2nc3ccccc3nc2n1CCN1CCOCC1	5	59

Results, from the first entry:
smiles	HePTP inhibitor	BAP1 block
C=CCSc1nc2ccccc2c(=O)n1-c1ccccc1OC	12	.
CCOC(=O)CNC(=O)CSP(=S)(OCC)OCC	7	96
CCCCc1ccc2[nH]cc(CCN)c2c1	7	104
Nc1c(C(=O)NCCc2ccccc2)c2nc3ccccc3nc2n1CCN1CCOCC1	5	59
CCCCOc1cc(C)cc2oc(=O)c3c(c12)CCC3	0	.
O=C1CN(O)C(c2ccccc2Cl)=c2cc(Br)ccc2=N1	-1	.
Oc1ccc(Br)cc1CN1CCN(Cc2ccccc2F)CC1	12	.
O=c1c2ccccc2nc(/C=C/c2ccccc2)n1-c1cccc([N+](=O)[O-])c1	8	.

(cont.)
smiles	HePTP inhibitor	BAP1 block
CSC(=Nc1ccccc1)c1c(O)n(C)c(=O)n(C)c1=O	-8	95
COc1ccc(N2C(=O)NC(=O)/C(=C/c3cn(CC(=O)Nc4ccccc4)c4ccccc34)C2=O)cc1	0	.
CCOc1ccc(N2C(=O)/C(=C/c3ccc(C)cc3)C(=O)NC2=S)cc1	-6	.
CN1C(=O)C(=Cc2cccc(OCCOc3ccc([N+](=O)[O-])cc3)c2)C(=O)N(C)C1=O	-18	.
COc1ccc(C(=O)N2CCCC2=O)cc1	6	95&135&94
CCC(=Nc1ccc2c(c1)CCC2)c1c(O)n(C2CCCCC2)c(=O)[nH]c1=O	-7	46*
CCOc1ccccc1C1SCC(=O)Nc2c1c(=O)[nH]n2C(CC)CC (stereo not drawn)	7	.
Cc1ccc2c(c1)N(CCC(=O)N1CCC3(CC1)OCCO3)C(=O)CO2	6	110

Looked up one by one from the entries so far, 2 records:
smiles	HePTP inhibitor	BAP1 block
CN1C(=O)C(=Cc2cccc(OCCOc3ccc([N+](=O)[O-])cc3)c2)C(=O)N(C)C1=O	-18	.
CCOc1ccc(N2C(=O)/C(=C/c3ccc(C)cc3)C(=O)NC2=S)cc1	-6	.

Next results follow:
smiles	HePTP inhibitor	BAP1 block
CCC(=O)c1cn(Cc2ccccc2C#N)c2ccccc12	1	90
NC(N)=NOCC[C@H](N)C(=O)O	.	99
COc1ccc2c(c1)CC1(CN2C)C(=O)NC(=O)N(CCc2ccccc2)C1=O (stereo not drawn)	9	.
Cc1oc(-c2ccccc2F)nc1CS(=O)CC(=O)N1CCC2(CC1)OCCO2 (stereo not drawn)	-2	.
O=C(c1cc(S(=O)(=O)N2CCOCC2)ccc1F)N1CCC2(CC1)OCCO2	-3	118
CN(C)CP(=O)(O)CN(C)C=O	5	95
CC(C)C12CN3CCN(CC(C3)/C1=N\O)C2	-8	.
CC12CCC(O)CC1=CCC1C2CCC2(C)C(O)C(=Cc3ccc(OC(F)F)cc3)CC12 (stereo not drawn)	.	58

(listing goes on)
smiles	HePTP inhibitor	BAP1 block
CCOC(=O)c1[nH]c(C)c(C(=O)N2CCC3(CC2)OCCO3)c1C	5	96
S=C(c1ccc(Cl)cc1)N1CCOCC1	9	95
CCOc1ccc(C(=O)Nc2ccc(Cl)cc2C(=O)c2ccccc2)cc1	.	123
CCc1ccc(CNCCc2ccc(OC)c(OC)c2)cc1	-13	.
CCOC(=O)N(c1ccccc1)P1(=S)OCC(C)O1 (stereo not drawn)	7	82
CC(=O)Oc1cc(C)cc2oc(=O)c3c(c12)CCCC3	-11	.
Cn1c(O)c(C=NCCOc2ccc(Cl)cc2)c(=O)n(C)c1=O	11	95
COc1ccc(CNCCc2ccc3c(c2)OCO3)c(OC)c1C	-9	.

(list continues)
smiles	HePTP inhibitor	BAP1 block
Cc1cccc(-n2c(-c3ccco3)nc3ccccc3c2=O)n1	-2	90
CCCCOCCCn1c(N)c(C(=O)OC(C)COC)c2nc3ccccc3nc21 (stereo not drawn)	8	571
CCCCCCC(N)CC(=O)O (stereo not drawn)	0	98
c1ccc2c(c1)CNc1ccccc1O2	10	108
Cc1cc(/C=C2/C(=O)NC(=O)N(C)C2=O)c(C)n1-c1ccccc1	0	.
C=C(C)CSc1nnc([C@@H](N)Cc2c[nH]c3ccccc23)o1	2	82
Cc1ccc(C(c2c(O)c3ccccc3oc2=O)c2c(O)c3ccccc3oc2=O)cc1	2	.
Cc1cccc(C(=O)NC(Oc2ccccc2Cl)C(Cl)(Cl)Cl)c1 (stereo not drawn)	5	.

Next part.
smiles	HePTP inhibitor	BAP1 block
CCOC(=O)C(C)Oc1cc(C)cc2oc(=O)c3c(c12)CCCC3 (stereo not drawn)	-13	.
Cc1ccccc1-n1c(O)c(C=C2C=CC=N2)c(=O)[nH]c1=S	103*	.
O=C1CCCN1CC#CCN1CCCC1	.	84
Cc1ccc(Cl)cc1-n1c(O)c(C=NCCCN2CCOCC2)c(=O)[nH]c1=O	-2	100
O=C(CCN1CCOCC1)NCC(=O)Nc1ccc(Br)cc1C(=O)c1ccccc1	2	127
COc1cc(/C=N/n2cnnc2)ccc1OC(=O)N(C)C	3	126
O=c1c2ccccc2[nH]c(=S)n1-c1ccc(Cl)cc1	-8	.
CC(C)CC(NP(=O)(O)O[C@@H]1O[C@@H](C)[C@H](O)[C@@H](O)[C@H]1O)C(=O)NC(Cc1c[nH]c2ccccc12)C(=O)O (stereo partly drawn)	.	91

New compounds follow:
smiles	HePTP inhibitor	BAP1 block
Cc1ccc(-c2nc(CS(=O)CC(=O)N3CCC4(CC3)OCCO4)c(C)o2)cc1 (stereo not drawn)	10	103
O=C1NC(=O)C(=Cc2ccc(O)c(O)c2)C(=O)N1	4	.
Nc1ccc(S(=O)(=O)N2CC3CC(C2)c2cccc(=O)n2C3)cc1 (stereo not drawn)	-6	99
C[C@]12N[C@H](Cc3ccccc31)c1ccccc12	.	95
O=c1[nH]c2ccccc2c(=O)n1-c1cccc(Cl)c1	10	103
O=c1[nH]c(=O)n(Cc2ccc(F)cc2)c(O)c1C=NCC1CCCO1 (stereo not drawn)	14	86
CCCCCn1c(=O)c(C(=O)NCc2ccccn2)c(O)c2ccccc21	4	40*
N/C(=N\[N+](=O)[O-])N/N=C\c1ccc(-c2ccc(Cl)c([N+](=O)[O-])c2)o1	42	.

The listing continues.
smiles	HePTP inhibitor	BAP1 block
CCCCNC(=O)c1c(N)n(CCCOC)c2nc3ccccc3nc12	15	85
Cc1ccc(C(=O)Nc2ccccc2)cc1S(=O)(=O)N1CCCC1	.	109
CCN(CC)CCOC(=O)c1cc2cc(COC)ccc2o1	12	102
CCOC(=O)c1ccc(N2C(=O)CC(N3CCC(C#N)(c4ccccc4)CC3)C2=O)cc1 (stereo not drawn)	3	128
CN(C)P(=O)(C(Cl)=C(N1CCCCC1)N1CCCCC1)N(C)C	3	108
CC1(C)Cc2c(sc3c2C(=O)NC(c2cccnc2)N3)CO1 (stereo not drawn)	8	80
Cc1cc(OCc2ccccc2F)c2c3c(c(=O)oc2c1)CCCC3	.	105
COP(=S)(OC)SCN1C(=O)c2ccccc2C1=O	10&-9	103

Following part
smiles	HePTP inhibitor	BAP1 block
COc1ccc(OCC(=O)N2CCN(CC3CC4C=CC3C4)CC2)cc1 (stereo not drawn)	4	110
COc1ccc2nc(NC(=O)CCc3nc(C4=CCN(C)CC4)no3)sc2c1	5	90
O=c1[nH]c(=O)n(C2CCCCCC2)c(O)c1C=NC1CCN(Cc2ccccc2)CC1	3	82
Nc1ccc(Oc2ccc(N)cc2)cc1	6	.
CCCCSc1nnc(NC(=O)Cn2c[n+]([N-][N+](=O)[O-])cn2)s1	2	.
CN1CCN(c2ccc(NC(=O)C(C)(C)C)cc2)CC1	3	.
CC(N)Cc1c[nH]c2ccc(OCc3cccs3)cc12 (stereo not drawn)	.	94
COc1ccc(C=C2C(=O)NC(=S)NC2=O)cc1OCc1ccccc1Cl	11	.

(next part)
smiles	HePTP inhibitor	BAP1 block
C=CCn1c(O)c(C(C)=NCc2cccnc2)c(=O)[nH]c1=O	12	100
O=C(COc1ccccc1)N1CCN(C2CCCC2)CC1	8	76
O=C(c1ccccc1)c1cn(CC(=O)N2CCCC2)c2ccccc12	-1	89
CCC(=NCCCN(CC)CC)c1c(O)n(C2CCCCC2)c(=O)[nH]c1=O	-8	96
CCCCCCN=C(C)c1c(O)n(CCCC)c(=O)[nH]c1=O	-1	82
Cc1cc(C)n(CCOC(=O)C2C(C=C(Cl)Cl)C2(C)C)n1 (stereo not drawn)	0	112
CCC(=Nc1ccc(OC)cc1OC)c1c(O)[nH]c(=O)[nH]c1=O	3	102
O=c1cccc2n1CC1CC2CN(Cc2c(F)cccc2Cl)C1 (stereo not drawn)	8	103

(continued)
smiles	HePTP inhibitor	BAP1 block
Cc1ccc(CN2CCN(CC(=O)N3CCC4(CC3)OCCO4)C2=O)cc1	-8	96
CCCCP(=O)(O)CCC(=O)O	4	100
CCCCSc1nc2ccccc2c(=O)n1-c1cccc(C)c1	6	.
CC12CC(c3ccccc3O1)C(C(=O)OCc1ccccc1)C(=O)N2 (stereo not drawn)	.	89
O=C(Nc1cccc(Cl)c1)c1c(O)c2c(n(Cc3ccco3)c1=O)CCCC2	-8	62
O=C(COc1ccc(Cl)cc1)N1CCN(C2CCCCCC2)CC1	10	.
N=c1sc2c(n1Cc1ccccc1)CCCC2	2	118
CC(=NCCO)c1c(O)n(C)c(=O)n(C)c1=O	-2	53

(next part)
smiles	HePTP inhibitor	BAP1 block
COc1ccc(Br)cc1CN1CCNCC1	-25	.
O=C1CN=C(c2ccccc2)c2oc3ccc(Br)cc3c2N1	8	69
O=c1c2ccccc2nc(/C=C/c2ccc([N+](=O)[O-])cc2)n1-c1cccc(O)c1	7	.
CCCCOC(=O)C1=C(N)OC2=C(C(=O)CCC2)[C@]12C(=O)N(C)c1ccccc12	-4	110
O=C(Nc1ccc(Cl)c(-c2nc3ncccc3o2)c1)c1cccc(OCc2ccccc2)c1	9	.
CNCCc1ccc(O)c(O)c1	.	96
Cc1cc(OCc2nn[nH]n2)c2c3c(c(=O)oc2c1)CCCC3	3	65
Nc1c2c(nc3ccccc13)CCCCC2	-13	.

Further structures follow.
smiles	HePTP inhibitor	BAP1 block
Cc1nonc1-c1nc(-c2nonc2N)n[nH]1	7	91
NC(=O)C1(N2CCCCC2)CCN(Cc2ccccc2)CC1	-10	61
O=C(COc1ccc2ccccc2c1)N1CCN(Cc2ccc3c(c2)OCO3)CC1	2	.
C[C@]12CCC(=O)C=C1CC[C@@H]1[C@@H]2CC[C@]2(C)C(=O)CC[C@@H]12	5	75&95
O=C(CCC(=O)N1CCC2(CC1)OCCO2)Nc1nnc(C(F)(F)F)s1	0	104
O=C1CC(=O)N(c2ccc(I)cc2)C(=O)N1	3	.
CC1(C)C(C(=O)NCc2ccco2)C1(C)C	-6&3	105
C=CCN1C(=O)/C(=C\C=C\c2ccco2)C(=O)NC1=S	102*	.

(list continues)
smiles	HePTP inhibitor	BAP1 block
CCCCc1nc2ccccc2c(=O)n1-c1ccc(C)cc1	.	135
O=P(C(c1ccc2c(c1)OCO2)N1CCOCC1)(N1CCOCC1)N1CCOCC1 (stereo not drawn)	-5	104
CC1(C)C2([N+](=O)[O-])CNCC1([N+](=O)[O-])CNC2	3	.
COc1ccccc1-n1c(-c2cccs2)nc2ccccc2c1=O	8	.
CCOC(=O)C1CCN(C(C)C(=O)c2c(C)[nH]c3cc(C)ccc23)CC1 (stereo not drawn)	5	93
COc1ccccc1N1CCN(Cc2cccc(OC)c2O)CC1	-1	112
CC1(C)N(O)C2CCCCC2N1O (stereo not drawn)	-5	93
COc1cc(C)cc2oc(=O)c3c(c12)CCC3	-5	.

Next section:
smiles	HePTP inhibitor	BAP1 block
CCN1CCN(c2ccc(C(F)(F)F)cn2)CC1	4	.
[O-][n+]1onc2c1CCC1N(O)CCC21O (stereo not drawn)	6	95
CCCOc1ccccc1C1SCC(=O)Nc2c1c(=O)[nH]n2C(C)CCC (stereo not drawn)	-1	.
CCCN(CCC)[C@@H]1CCc2cccc(O)c2C1	.	93
COc1cc(C[C@@H](C)N)c(OC)cc1I	.	99
CN(C)c1ccc(/C=N/NC(=O)C(=O)NN/C(N)=N\[N+](=O)[O-])cc1	-19	.
Oc1ccc2c3c1O[C@H]1c4[nH]c5c(c4C[C@@]4(O)[C@@H](C2)N(CC2CC2)CC[C@]314)C[C@@]1(O)[C@H]2Cc3ccc(O)c4c3[C@@]1(CCN2CC1CC1)[C@H]5O4	.	97
C=CCn1c(O)c(C(C)=NCCCO)c(=O)[nH]c1=O	12	100

Additional compounds follow.
smiles	HePTP inhibitor	BAP1 block
C#CC(C)(C)N1CC[C@@H](O)[C@@H]2CCC[C@@H]21	0	.
O=C(CNC(=O)c1ccccc1)Nc1ccc(Br)cc1C(=O)c1ccccc1	.	61
C=CP(=O)(O)c1ccccc1	3	93
CCN1CCN(c2ncnc3ccc(Br)cc23)CC1	3	64
C=CCn1c(O)c(C(C)=Nc2ccc(NC(C)=O)cc2)c(=O)[nH]c1=O	3	85
C=CCN1CCc2cccc3c2[C@H]1Cc1ccc(O)c(O)c1-3	.	83
CCOc1ccc(N2C(=O)/C(=C/c3ccc(Br)o3)C(=O)NC2=S)cc1	101*	.
CN1CCN(c2ccc([N+](=O)[O-])c(N3CCN(C)CC3)c2Cl)CC1	-8	.

Carrying on.
smiles	HePTP inhibitor	BAP1 block
COc1cc2c(cc1OC)-c1c(OC)c(OC)cc3c1C(C2)N(C)CC3 (stereo not drawn)	-1	98
O=C(Cc1ccccc1)OCCN1CCCCC1	5	97
COc1ccc(CNCCc2ccc(F)cc2)c(OC)c1C	.	131
CC1(c2ccccc2)NCCN2C(=O)CSC21 (stereo not drawn)	6	62
CN1C(=O)CCS(=O)(=O)C1c1ccc(Cl)cc1 (stereo not drawn)	.	96
CC(=NCCO)c1c(O)n(C2CCCCC2)c(=O)[nH]c1=O	3	101
